Compound activity (PubChem)
C1s inh: human complement C1s inhibition | 62,000 tested, 0.16% active | mean inhibition % of two 10-compound mixtures (active compounds read high), % at 5 µM (by protocol) | purified C1s, fluorogenic AMC substrate, pooled mixtures | P09871;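 active = inhibition above 20% in each of the two 10-compound mixture wells holding the compound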;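 also: 0% = enzyme wells lacking compound mixture and 100% = no-enzyme blank wells; some compounds called inactive have numbers as strong as hits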
Target sequence (P09871 16-437 limits assumed): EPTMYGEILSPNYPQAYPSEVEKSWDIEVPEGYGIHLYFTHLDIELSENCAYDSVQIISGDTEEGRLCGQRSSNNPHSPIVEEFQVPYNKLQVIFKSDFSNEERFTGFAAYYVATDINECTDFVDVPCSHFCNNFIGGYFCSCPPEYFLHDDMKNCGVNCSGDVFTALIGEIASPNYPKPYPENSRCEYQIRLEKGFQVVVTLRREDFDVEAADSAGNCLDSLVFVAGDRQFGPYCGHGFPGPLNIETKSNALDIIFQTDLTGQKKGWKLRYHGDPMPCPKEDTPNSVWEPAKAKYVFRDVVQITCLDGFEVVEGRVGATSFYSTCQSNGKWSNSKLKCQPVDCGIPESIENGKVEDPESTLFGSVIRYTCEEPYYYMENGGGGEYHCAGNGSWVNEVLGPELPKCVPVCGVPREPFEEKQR
Target sequence (P09871 438-688 limits assumed): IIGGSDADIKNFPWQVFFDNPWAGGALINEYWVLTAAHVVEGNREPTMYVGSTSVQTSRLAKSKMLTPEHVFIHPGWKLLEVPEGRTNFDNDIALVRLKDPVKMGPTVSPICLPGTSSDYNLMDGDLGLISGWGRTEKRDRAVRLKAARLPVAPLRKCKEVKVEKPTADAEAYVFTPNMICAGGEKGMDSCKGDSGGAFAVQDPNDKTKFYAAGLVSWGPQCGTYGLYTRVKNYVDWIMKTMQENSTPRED
FXIa mix inh: factor XIa (human) inhibition, mixture screen; AID 680; inhibition, % at 5 µM; P03951; purified FXIa, fluorogenic substrate, pooled mixtures; 62,000 tested, 0.19% active;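 also: each value is inhibition by a whole ten-compound pool holding the compound; 0% = enzyme with no mixture and 100% = wells lacking enzyme; strong numbers were not always called active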
CatL inh: inhibitors of human cathepsin L | AID 460 | 58,000 tested, 0.17% active | inhibition, %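 (tested at 10 µM)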 | purified cathepsin L, fluorogenic substrate, fluorescence; in the data active = inhibition above about 45%;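 also: 0% = enzyme with no compound and 100% = no enzyme blank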
CatB mixtures: inhibitors of human cathepsin B in compound mixtures; P07858; 62,000 tested, 0.06% active; Purified cathepsin B, AMC dipeptide fluorescence; inhibition, %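 (ten-compound pools at 5 µM per compound and 50 µM total)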; in the data active = inhibition above about 22%, passing the limit was not always enough;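 also: 0% = enzyme without compound and 100% = no enzyme blank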
FXIIa mix inh: blocks human factor XIIa in pooled compound mixtures; P00748; purified FXIIa, fluorogenic substrate; inhibition, % at 5 µM; 62,000 tested, 0.2% active;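 also: 0% = enzyme without compound and 100% = no enzyme blank; some results filed as inactive read as strong as hits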
Abs 340nm: compounds absorbing at 340 nm; compound absorbance at 340 nm, fold over control; fold change at 10 µM; 65,000 tested, under 10 active; AID 708;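 active = at 10 µM dose, initial 340 nm absorbance at least 2 fold that of control wells; inactive = change under 2 fold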;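 also: initial absorbance extrapolated from kinetic A340 decline of NADH oxidation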
CatB inh: inhibitors of human cathepsin B; P07858; purified cathepsin B, fluorogenic substrate, fluorescence; inhibition, %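 (tested at 10 µM)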; 63,000 tested, 0.1% active; AID 453; in the data active = inhibition above about 21%;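 also: 0% = enzyme with no compound and 100% = no enzyme blank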
Cathepsin G inh: blocks human cathepsin G enzyme activity; P08311; purified enzyme, AMC-tetrapeptide fluorescence, pooled mixtures; inhibition, % at 5 µM (by protocol); 62,000 tested, 0.2% active; AID 581;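 active = inhibition above 20% in each of the two mixture wells holding the compound; inactive = inhibition of 20% or less in either well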;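 also: 0% = enzyme control without mixture and 100% = blank lacking enzyme; strong numbers were not always called active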
Target sequence (P08311 21-244 limits assumed): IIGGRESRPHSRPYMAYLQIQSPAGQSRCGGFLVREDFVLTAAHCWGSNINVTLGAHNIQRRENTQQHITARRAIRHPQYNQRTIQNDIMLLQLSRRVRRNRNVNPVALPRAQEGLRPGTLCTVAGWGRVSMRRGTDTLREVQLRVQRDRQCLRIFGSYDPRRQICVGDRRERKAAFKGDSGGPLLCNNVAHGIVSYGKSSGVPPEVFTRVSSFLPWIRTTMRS
CatS block: inhibitors of human cathepsin S. P25774. recombinant cathepsin S, AMC dipeptide fluorescence, pooled mixtures. inhibition, %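 (tested at 5 µM per compound within 10-compound mixtures)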. 62,000 tested, 0.06% active; in the data active = inhibition above about 32%, passing the limit was not always enough;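 also: 0% = enzyme without compound and 100% = blank without enzyme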
An asterisk follows results filed as active; / = no result given. Rule as the data show it, unless noted: active = inhibition above about 20% (passing the limit was not always enough); inactive = the rest.

1) CCN1CCCC1CNCc1ccc(Cl)cc1Cl (stereo not given)
2) Cc1cccc(N2CC(c3nc4ccccc4n3C)CC2=O)c1C (stereo not given)
3) O=C(c1ccc2c(c1)OCCCO2)c1cccs1
4) O=C(COc1ccc(-c2nnco2)cc1)N1CCN(S(=O)(=O)c2ccc3ccccc3c2)CC1
5) COc1ccc(Cl)cc1S(=O)(=O)NCc1cccs1
6) Cc1ccc(NC(=O)CC(=O)NCCN2CCOCC2)cc1
7) CC1=C(C(=O)N2CCCCC2)C2(CCC(C)CC2)OC1=O (stereo not given)
8) CCOC(=O)c1nnn(CC(=O)Nc2cccc(OC)c2)c1C(=O)OCC
Compound	1	2	3	4	5	6	7	8
Abs 340nm	1	1	1	0.99	1.1	1	0.97	1
Cathepsin G inh	-19	6	3	-13	-3	-9	3	5
CatB inh	2	3	-1	8	-2	1	-2	2
FXIIa mix inh	6	-13	7	-19	-18	-13	2	5
C1s inh	-44	6	3	1	-43	-27	1	-34
FXIa mix inh	0	5	18	-6	-5	-4	8	-11
CatS block	-1	3	13	26	-6	7	11	-2
CatL inh	6	/	-2	26	4	2	20	0
CatB mixtures	2	-2	8	2	4	-4	6	-10

9) CCc1c(C)sc(NC(=O)c2cc(C)on2)c1C#N
10) O=C(OCCN1CCOCC1)C(c1ccccc1)c1ccccc1
11) O=C(CSc1ncnc2c1oc1ccccc12)Nc1cccc(F)c1
12) Cc1ccc(C)c(Cn2c(C(C)O)nc3ccccc32)c1 (stereo not given)
13) CCN(CC)S(=O)(=O)c1ccc(N2CCCC2)c(C(=O)OCC(=O)/C(C#N)=C(\C)N)c1
14) CCOC(=O)C1=C(C)NC(=O)NC1c1cccc(O)c1 (stereo not given)
15) CCOc1cc(C(=O)NCCOC)cc(OCC)c1OCC
16) COc1ccc(C2C(C(=O)NC(C)C)c3ccccc3C(=O)N2C)cc1OC (stereo not given)
Compound	9	10	11	12	13	14	15	16
Abs 340nm	1.1	1.1	1.1	1	0.98	1	1	1
Cathepsin G inh	0	-1	-23	-5	10	-5	2	3
CatB inh	0	-4	5	3	5	-1	-1	-4
FXIIa mix inh	-3	1	3	11	3	5	6	3
C1s inh	4	-3	-126	-47	-6	-22	-51	-2
FXIa mix inh	6	10	-38	3	0	1	-1	0
CatS block	14	-3	-7	12	-8	13	-10	2
CatL inh	18	/	18	17	-5	/	/	-9
CatB mixtures	1	-2	-18	-6	4	5	-1	2

17) COc1ccc(-c2c3c(=O)n(C)c(=O)n(C)c3cn2Cc2cccnc2)cc1
18) Oc1ccc(-c2[nH]ncc2-c2ccc(Cl)cc2)c(O)c1
19) Cc1cc(C)c2c(N)c(S(=O)(=O)Cc3ccccc3)sc2n1
20) CC(C)c1ccc(NC(=O)NC2CCCCC2)cc1
21) Cc1cccc(Cn2c(=O)n(CCCC(=O)NCc3ccco3)c(=O)c3ccccc32)c1
22) O=C1C2ON(c3ccccc3)C(c3cccnc3)C2C(=O)N1c1ccccc1 (stereo not given)
23) CCC(=O)Nc1nnc(Sc2ccc(N(C)C)cc2)s1
24) Cc1ccc2cc(CN(CC3CCCO3)C(=O)NC3CCCCC3)c(=O)[nH]c2c1C (stereo not given)
Compound	17	18	19	20	21	22	23	24
Abs 340nm	1.1	1	1	1	1	1	1.1	1
Cathepsin G inh	6	7	8	1	6	-1	23	-2
CatB inh	2	3	5	/	5	-2	2	0
FXIIa mix inh	-1	1	3	-16	4	-19	12	14
C1s inh	-7	-15	14	-57	9	-28	29	7
FXIa mix inh	0	-4	6	-11	8	7	19	3
CatS block	-4	-2	11	-7	2	14	2	6
CatL inh	/	6	-7	0	4	-5	5	5
CatB mixtures	-3	0	4	0	0	-2	-6	2

25) O=C(CCCCCn1c(=S)[nH]c2cc3c(cc2c1=O)OCO3)N1CCN(C2CCCCC2)CC1
26) Cc1ccc2[nH]c(-c3cccc(N)c3)cc2c1
27) COc1ccc(C2(C(=O)N3CCOCC3)CCOCC2)cc1OC
28) Cc1cccc(NC(=O)C2CCN(S(=O)(=O)c3cccs3)CC2)n1
29) CC(NS(=O)(=O)c1ccc(F)cc1)C(=O)NCc1ccncc1 (stereo not given)
30) CCOC(=O)Cn1c(=N)n(Cc2ccccc2F)c2ccccc21
31) CC(=O)c1coc2ccc(OCC(=O)O)cc12
32) O=C(O)c1ccc(CSCc2c(F)cccc2Cl)o1
Compound	25	26	27	28	29	30	31	32
Abs 340nm	1.1	1	1	1	1.1	0.97	0.98	1.1
Cathepsin G inh	10	-8	1	10	12	-4	12	7
CatB inh	3	1	0	2	7	6	1	4
FXIIa mix inh	0	5	-8	8	0	6	3	-20
C1s inh	12	-29	3	12	10	-9	13	9
FXIa mix inh	9	2	5	6	9	1	4	11
CatS block	-2	-4	14	6	1	6	11	-3
CatL inh	10	-3	-3	3	2	-1	11	-7
CatB mixtures	2	3	8	5	4	17	2	6

33) CCC(Oc1ccc2c(c1)C(=O)CC(C)(C)O2)C(=O)NCCN1CCCCCC1 (stereo not given)
34) CCCCn1c(SCC(=O)NC(C)(C)C)nnc1-c1ccco1
35) Cc1cc(C)c2c(=O)c3c(oc2c1)C(=O)N(CCO)C3c1cccc(O)c1 (stereo not given)
36) CCOc1ccc(-n2nc(C(=O)N3CCOCC3)c3ccccc3c2=O)cc1
37) CC1CCCN(C(=O)c2ccc3nc[nH]c3c2)C1 (stereo not given)
38) CC1(C)C2CCC1(CS(=O)(=O)N1CCCc3ccccc31)C(=O)C2 (stereo not given)
39) COc1ccccc1N1CC(C(=O)OC(C)C(=O)N2CCCc3ccccc32)CC1=O (stereo not given)
40) COc1cc(NC(=O)COc2ccc(F)cc2)nc(OC)n1
Compound	33	34	35	36	37	38	39	40
Abs 340nm	1.1	1	1	1	1	1	0.99	1.1
Cathepsin G inh	-4	11	10	9	9	7	9	-3
CatB inh	-7	1	-3	2	1	5	9	-1
FXIIa mix inh	9	21*	12	-14	2	-1	3	-21
C1s inh	-44	38	16	16	-1	3	13	-9
FXIa mix inh	1	3	9	11	-4	-2	2	4
CatS block	-2	-2	-6	-6	-5	-1	5	-6
CatL inh	-93	4	11	-7	-2	/	23	/
CatB mixtures	1	2	3	-1	-2	0	2	-2

41) Cc1cccc(-n2ncc3c(N4CC(C)CC(C)C4)ncnc32)c1 (stereo not given)
42) COc1ccc(N(C(=O)CNC(=O)c2ccco2)C(C(=O)NC2CCCCC2)c2ccco2)cc1 (stereo not given)
43) CC(=O)C1=C(O)C(=O)N(Cc2ccccc2)C1c1cccs1 (stereo not given)
44) COc1ccc(CNCC(=O)Nc2cc(C)nn2-c2nc(C)cc(C)n2)cc1OC
45) CCn1c(SCc2nnc(-c3ccccc3)o2)nnc1-c1ccc(S(=O)(=O)N2CCCC2)cc1
46) O=C(NC1CS(=O)(=O)CC1NCc1ccco1)c1ccccc1 (stereo not given)
47) CCCC(=O)Nc1c2c(nn1-c1ccc(OC)cc1)CS(=O)(=O)C2
48) CN(C(=O)CSc1nc(-c2ccc(F)cc2)cs1)C1CCS(=O)(=O)C1 (stereo not given)
Compound	41	42	43	44	45	46	47	48
Abs 340nm	1	1	1.1	0.98	1.1	1	1	1
Cathepsin G inh	1	10	-2	12	4	-4	6	-10
CatB inh	0	6	0	2	6	-2	6	0
FXIIa mix inh	-2	5	-2	-15	10	3	-2	7
C1s inh	-35	5	3	-7	6	1	13	-42
FXIa mix inh	3	2	2	10	5	2	-2	-2
CatS block	-4	2	3	9	0	7	3	-5
CatL inh	-12	33	0	20	13	3	11	-5
CatB mixtures	2	1	2	7	1	-2	-1	0

One compound at a time, from the list above. Screens in order: Abs 340nm, Cathepsin G inh, CatB inh, FXIIa mix inh, C1s inh, FXIa mix inh, CatS block, CatL inh, CatB mixtures
Entry for O=C(NC1CS(=O)(=O)CC1NCc1ccco1)c1ccccc1 (stereo not given) → 1, -4, -2, 3, 1, 2, 7, 3, -2
Entry for CC(=O)C1=C(O)C(=O)N(Cc2ccccc2)C1c1cccs1 (stereo not given) → 1.1, -2, 0, -2, 3, 2, 3, 0, 2
Entry for COc1ccc(CNCC(=O)Nc2cc(C)nn2-c2nc(C)cc(C)n2)cc1OC → 0.98, 12, 2, -15, -7, 10, 9, 20, 7
Entry for Cc1cccc(-n2ncc3c(N4CC(C)CC(C)C4)ncnc32)c1 (stereo not given) → 1, 1, 0, -2, -35, 3, -4, -12, 2
Entry for COc1ccc(N(C(=O)CNC(=O)c2ccco2)C(C(=O)NC2CCCCC2)c2ccco2)cc1 (stereo not given) → 1, 10, 6, 5, 5, 2, 2, 33, 1

(more compounds)
49) CCOc1ccc(-c2nnn(CCC(=O)O)n2)cc1OC
50) COCCNS(=O)(=O)c1ccc2c(c1)oc(=O)c1cc(S(=O)(=O)NCCOC)ccc12
51) O=C(CCSc1ccccc1)Nc1ccc(S(=O)(=O)N2CCOCC2)cc1
52) O=C1Nc2ccccc2C(O)(C(=O)NC2CC2)N1c1ccc(Cl)c(Cl)c1 (stereo not given)
53) Cc1csc(SCc2ccccc2C(=O)O)n1
54) Cc1ccc2[nH]c(=O)c(CN(CCO)Cc3nnnn3CCc3ccccc3)cc2c1
55) CCOC(=O)N1CCC(NC(=O)Cn2c3c(c(-c4ccccc4Cl)cc2=O)CCC3)CC1
56) CCOC(=O)c1cnc2ccc(OCC)cc2c1N1CCN(C)CC1
Compound	49	50	51	52	53	54	55	56
Abs 340nm	0.99	1	0.99	1	0.97	1.1	1	1.1
Cathepsin G inh	-3	9	2	-1	7	2	0	12
CatB inh	-2	2	2	5	3	2	-4	0
FXIIa mix inh	6	0	5	-9	5	6	4	0
C1s inh	-38	-1	3	2	4	0	-13	19
FXIa mix inh	1	2	-1	12	9	6	-3	5
CatS block	-8	0	-1	-5	-27	0	-2	-6
CatL inh	1	-2	14	0	4	-3	-3	-1
CatB mixtures	-4	1	0	2	1	9	5	7

57) NC(=O)C1CCN(CC(=O)c2c[nH]c3ccc(F)cc23)CC1
58) COc1cccc(CN2CCCC(C(=O)N3CCCCC3)C2)c1OC (stereo not given)
59) CCOCCn1c(SC)nc2c1c(=O)[nH]c(=O)n2C
60) COc1ccc(NC(=O)C2C(=O)N(C)C3(C)CC2c2ccccc2O3)cc1 (stereo not given)
61) N#Cc1cc(N)c(Nc2ccccc2)cc1C#N
62) CCOC(=O)CCc1c(C)n(CC)c2cc(-c3ccccc3OC)nn2c1=O
63) CCCCCCC(C)n1[nH]c(=O)c2c(C)cc(=O)[nH]c21 (stereo not given)
64) CCc1nc(N)c(C#N)c(-c2ccccc2OC)c1C
Compound	57	58	59	60	61	62	63	64
Abs 340nm	1	1	1	0.96	1.1	1	0.95	1.1
Cathepsin G inh	2	9	-2	-1	0	-6	-32	6
CatB inh	1	2	2	-4	-3	2	2	0
FXIIa mix inh	4	-1	7	0	3	-16	-2	-18
C1s inh	1	11	-7	-29	-13	-38	-190	11
FXIa mix inh	3	2	10	4	6	4	-31	6
CatS block	-4	-3	17	10	-1	16	-21	5
CatL inh	-4	2	-3	9	-18	17	-2	-2
CatB mixtures	8	4	0	6	9	-2	-13	3

65) CC1CCC(NS(=O)(=O)c2ccc3c(c2)n(C)c(=O)c(=O)n3C)CC1 (stereo not given)
66) O=C(NCCc1ccccc1)c1cnc2sccn2c1=O
67) Cc1ccc(S(=O)(=O)Nc2ccc(NC(=O)CN3CCCCC3)cc2)cc1
68) Cn1c(N2CCCCC2)nc2c1c(=O)n(Cc1cccc(Br)c1)c(=O)n2C
69) CCCC(=O)Nc1nnc(-c2cccc(OCC)c2)s1
70) Cc1ccc(-c2nnc3ccc(SCC(=O)Nc4cc(C)on4)nn23)cc1
71) Cc1cc(Cl)ccc1OCCCC(=O)N1CCN(C(=O)c2ccco2)CC1
Compound	65	66	67	68	69	70	71
Abs 340nm	1	1.2	1	1	1.1	1	1
Cathepsin G inh	18	10	7	-32	15	6	10
CatB inh	-5	3	0	0	-1	-2	1
FXIIa mix inh	6	7	-4	4	4	16	-16
C1s inh	-15	1	13	-29	19	-2	11
FXIa mix inh	23	2	10	0	15	2	6
CatS block	-2	11	-5	1	-1	-3	-1
CatL inh	-8	12	-1	4	4	-2	6
CatB mixtures	37	3	-1	0	2	3	1

Only part of the results is shown. The share of hits here may be higher or lower than overall.
